HePTP inhibitor – human HePTP phosphatase inhibition | AID 521 | P35236 | 110,000 compounds, 0.64% hits | recombinant HePTP phosphatase activity, OD absorbance | inhibition, % at 20 µM; in the data active = inhibition above about 50%;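 also: plate controls were vehicle for no effect and reference inhibitor for full effect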
Target sequence (P35236 whole entry, looked up): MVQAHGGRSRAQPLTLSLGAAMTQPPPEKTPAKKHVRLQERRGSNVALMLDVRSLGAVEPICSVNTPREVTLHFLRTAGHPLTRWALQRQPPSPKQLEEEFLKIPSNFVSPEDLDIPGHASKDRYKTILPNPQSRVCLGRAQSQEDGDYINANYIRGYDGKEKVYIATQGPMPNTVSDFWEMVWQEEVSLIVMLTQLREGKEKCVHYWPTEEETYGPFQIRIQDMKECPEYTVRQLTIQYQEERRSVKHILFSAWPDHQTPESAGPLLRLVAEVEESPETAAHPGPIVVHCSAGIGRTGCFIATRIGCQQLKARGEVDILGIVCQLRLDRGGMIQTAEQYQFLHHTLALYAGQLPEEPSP
BAP1 inh – human BAP1 deubiquitinase inhibition | Q92560 | recombinant BAP1, Ub-AMC hydrolysis fluorescence kinetic; hits give low values | activity remaining (% of control), % at 20 µM | 72,000 compounds, 0.48% hits | AID 436;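 active = activity remaining at or below 50% of control, provided the compound also passes the data quality filters; inactive = the rest, including low values that fail the filters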;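 also: 100% = DMSO wells rate and 0% = substrate alone blank rate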
* = called active by the depositor; x = not tested or not shown; & = joins results of further samples.

BAP1 inh | HePTP inhibitor | structure
x | 4 | C=CCc1cc(/C=C2\C(=O)NC(=O)N(c3cc(C)cc(C)c3)C2=O)cc(OC)c1OC
100 | x | CN(C)CCNC(=O)C12CCC3CC(CC(C3)C1)C2
94 | -5 | O=C(Nc1ccc(S(=O)(=O)N2CCCC2)cc1)c1ccc(CN2CCOCC2)cc1
128 | x | O=C1c2ccccc2-c2oc(=O)c3ccccc3c21
115 | 7 | COC(=O)COc1ccc(S(=O)(=O)NCCC2=CCCCC2)cc1
91 | 3 | CCOc1ccc(CC2S/C(=N/c3ccccn3)NC2=O)cc1 (stereo not drawn)
96 | 2&-6 | CCOC(=O)N1CCN(c2ccc3nnnn3n2)CC1
89 | 3 | O=C(CCCn1c(SCC(=O)NC2CCCCC2)nc2ccccc2c1=O)NCC1CCCO1 (stereo not drawn)
x | 6 | Cc1ccc(C(=O)Nc2ccc(C(=O)O)cc2)cc1S(=O)(=O)NC1CCCCC1
114 | -2 | COc1ccc(-c2nnn(CC(=O)N(C3CCCC3)C(C)C(=O)NC3CCCC3)n2)cc1OC (stereo not drawn)
101 | 5 | Cc1cc(C(=O)CSC(C)c2nc3ccccc3c(=O)[nH]2)c(C)n1C (stereo not drawn)
x | 1 | CCOc1ccc(NC(=O)c2cccc(F)c2)c([N+](=O)[O-])c1
112 | 4 | O=C(c1n[nH]c(=O)c2ccccc12)N1CCN(c2ccccc2Cl)CC1
104 | 8 | O=C(NCC1CCCO1)C1CCN(CC2CCCCC2)CC1 (stereo not drawn)
98 | 3 | Cc1cc(C)cc(N(CC(=O)NCC2CCCO2)C(=O)CCC(=O)Nc2cc(C)on2)c1 (stereo not drawn)
x | -8 | CCN(CC)C(=O)c1sc(NC(=O)c2cc3ccccc3oc2=O)c(C#N)c1C
x | -22 | CS(=O)(=O)c1ccc2nc(NC(=O)c3cc(-c4cccc(Br)c4)nc4ccccc34)sc2c1
x | -14 | COc1ccc(Cc2nnc(NC(=O)Nc3ccc(Cl)c(Cl)c3)s2)cc1
x | -13 | CCOc1cc(/C=C2\SC(=S)N(CC(=O)OC)C2=O)ccc1O
99 | 9&-6 | COc1ccc(C(N)=O)cc1NC(=O)c1cccc(F)c1
x | 4 | CSc1cccc(NS(=O)(=O)c2cccc3nsnc23)c1
x | 61* | Cc1cc(NC(=O)c2ccc(-c3ccc(Cl)cc3)o2)ccc1NC(=O)c1ccco1
64 | 4 | COC(=O)c1c(C)oc2ccc(NS(=O)(=O)c3cccs3)cc12
x | -6 | O=C(Cc1ccccc1)Nc1ccc(F)cc1
111 | x | COc1ccc(OC(C)C(=O)Nc2ccc(Br)cc2)cc1 (stereo not drawn)
95 | 6 | [O-][n+]1onc2c1CCC1N(O)C(c3ccccc3)CC21O (stereo not drawn)
105 | -8 | CC(C)c1[nH]nc2c1C(C(C)C)C(C#N)=C(N)O2 (stereo not drawn)
x | 10 | O=C1/C(=C/c2ccc(Br)cc2)SC(=S)N1/N=C/c1ccc(Br)cc1
94 | 2 | CCOCCn1c(CN2CCCC(C)C2)nc2c1c(=O)n(C)c(=O)n2C (stereo not drawn)
x | -1 | CC(C)(C)c1ccc(C(=O)NCCOc2ccccc2F)cc1
x | 1 | O=C(Nc1ccc2oc(-c3cc(Br)ccc3Cl)nc2c1)c1ccc([N+](=O)[O-])cc1
103 | -2 | CC(NC(=O)Nc1nnc(C(F)(F)F)s1)N1C(=O)C2C3C=CC(C3)C2C1=O (stereo not drawn)
94 | x | CCC12C(=O)C(CC)(C(c3ccccc3)=C1c1ccccc1)C1C(=O)N(c3ccc(OC)cc3)C(=O)C12 (stereo not drawn)
104 | -1 | COc1ccc(-c2noc(CN3CCN(c4ccccc4)CC3)n2)cc1
58 | x | COc1ccc(NC(=O)c2ccc(N3C(=O)c4ccc([N+](=O)[O-])cc4C3=O)cc2)cc1
x | 5 | CC(=O)N1c2ccccc2N(Cc2ccc(Cl)c(Cl)c2)C(=O)C1(C)C
x | 9 | C=CCn1c(/C=C/c2ccccc2)nc2ccccc21
x | 3 | O=C(NN1CCOCC1)c1cc2ccccc2oc1=O
156 | 11 | O=C(c1ccccc1)N1CCN(Cc2ccccc2Br)CC1
95 | 10 | Cc1[nH]n(-c2ccccc2)c(=O)c1-c1ccccc1
113 | -2 | Cc1nc2nc3c(cn2n1)C(=O)CC(C)(C)C3
374 | x | CCCOc1cc(OCCC)c2c3c(c(=O)oc2c1)CCCC3
88 | 2&-2 | COc1ccc(-c2nnc(N)s2)cc1
x | 4 | O=C(COc1ccccc1[N+](=O)[O-])Nc1ccc(I)cc1Cl
x | 1 | Cc1ccc(C(C)C)c(OCC(=O)Nc2ccc(I)cc2Cl)c1
96 | 11 | Cn1nnnc1SCC(=O)N1CCN(c2cccc(Cl)c2)CC1
x | -5 | C=C(C)Cn1c(CCNC(=O)CCC)nc2ccccc21
62 | 1 | Cc1ccc2c(c1)CCCN2C(=O)c1ccc2c(c1)OCO2
55 | x | COc1ccc(Br)cc1C(=O)Nc1cccc(-c2nnc(-c3ccco3)o2)c1
106 | 12 | Cc1sc2nc(C(C)Sc3nnc(C)n3-c3ccccc3)[nH]c(=O)c2c1C (stereo not drawn)
98 | 2 | C#CCSc1nnc(-c2cccc3ccccc23)o1
118 | -1 | COc1cc2c(cc1OC)CN(C(=O)c1ccc(OC)c(S(=O)(=O)N3CCOCC3)c1)CC2
101 | 2 | COc1ccc(NS(=O)(=O)c2cccc3cccnc23)cc1
118 | 6 | Cc1cccc2cc(C#N)c(SCC(=O)N3CC(=O)Nc4ccccc43)nc12
x | -18 | O=C(c1ccccc1F)N1CCN(c2ccc(Cl)cc2[N+](=O)[O-])CC1
x | -12 | O=C(NCc1ccc2c(c1)OCO2)c1ccc(S(=O)(=O)N2CCCCCC2)cc1

Following part.
BAP1 inh | HePTP inhibitor | structure
87 | -2 | CC12CC(NC(=O)N1c1ccc(C(=O)N3CCN(c4ccc(F)cc4)CC3)cc1)c1ccccc1O2 (stereo not drawn)
98 | 10 | c1ccc(CCc2nc(-c3ccncc3)no2)cc1
103 | 11 | CCOc1ccccc1C1CC(=O)Nc2cc3c(cc21)OCCO3 (stereo not drawn)
x | -1 | CC(C)c1ccc(NC(=O)c2cccc(F)c2)cc1
x | 1 | O=c1c(N2CCCCC2)coc2ccccc12
86 | -2&5 | COC(=O)c1ccc(C2C(C(=O)OC(C)C)=C(C)N=C3SCCC(=O)N32)cc1 (stereo not drawn)
111 | 7 | COc1ccc(CN2CCN(C(=O)CN3C(=O)C4C5C=CC(C5)C4C3=O)CC2)c(OC)c1OC (stereo not drawn)
x | 11 | COc1cccc(Nc2nc(-c3ccc(S(=O)(=O)N4CCOCC4)cc3)cs2)c1
x | -4 | COC(=O)c1cccc2c1NC(=O)C2=O
73 | x | CCN(CC#CC(O)(c1ccccc1)C1CCCC1)C(C)C (stereo not drawn)
x | 8 | CC(C)COc1ccc(C(=O)NC(CC(C)C)C(=O)O)cc1 (stereo not drawn)
x | 10 | N[C@@H](Cc1cc(I)c(Oc2ccc(O)c(I)c2)c(I)c1)C(=O)O
x | 5 | CC(C)C(=O)Nc1ccc(O)cc1C(=O)O
111 | 6&-8 | CCOC(=O)C1=C(O)CSC1=Nc1cccc(Cl)c1
63 | 5 | COC(=O)c1[nH]c2ccc(C)cc2c1NC(=O)CN1CCc2cc(OC)c(OC)cc2C1
93 | 7 | Fc1ccc(-c2nnc(CN3CCN(c4ncc(C(F)(F)F)cc4Cl)CC3)o2)cc1
x | 1 | Cc1c(C(=O)N2CCOCC2)[nH]c2c1C(=O)CC(c1ccccc1Cl)C2 (stereo not drawn)
104 | 1 | CC(=O)c1cccc(NC(=O)CC2Oc3ccc(C)cc3NC2=O)c1 (stereo not drawn)
x | -5 | CC(C)CNC(=O)COC(=O)c1cc(S(=O)(=O)N2CCCCC2)ccc1N1CCOCC1
118 | 10 | COc1ccc(C(=O)Nc2ccc(Cl)cn2)cc1Cl
x | 3 | COc1ccc(NC2=C(Cl)C(=O)N(c3cccc(C)c3C)C2=O)cc1
115 | -7 | CCc1ccc(C(=O)Nc2nnn(CC)n2)cc1
90 | 3 | CCOc1ccc(-c2nc3n(c(=O)c2C#N)CCCS3)cc1
72 | 4 | CCOC(=O)N1CCC(NC(=O)C(C)n2c3ccccc3c3cnn(C)c(=O)c32)CC1 (stereo not drawn)

Records listed above printed as active in HePTP inhibitor:
BAP1 inh | HePTP inhibitor | structure
x | 61* | Cc1cc(NC(=O)c2ccc(-c3ccc(Cl)cc3)o2)ccc1NC(=O)c1ccco1

Ordered by number of heavy atoms (smallest number first): some entries from above.
BAP1 inh | HePTP inhibitor | structure
88 | 2&-2 | COc1ccc(-c2nnc(N)s2)cc1
x | -4 | COC(=O)c1cccc2c1NC(=O)C2=O
x | 5 | CC(C)C(=O)Nc1ccc(O)cc1C(=O)O
x | -6 | O=C(Cc1ccccc1)Nc1ccc(F)cc1
115 | -7 | CCc1ccc(C(=O)Nc2nnn(CC)n2)cc1
98 | 2 | C#CCSc1nnc(-c2cccc3ccccc23)o1
x | 3 | O=C(NN1CCOCC1)c1cc2ccccc2oc1=O
111 | x | COc1ccc(OC(C)C(=O)Nc2ccc(Br)cc2)cc1 (stereo not drawn)
x | 8 | CC(C)COc1ccc(C(=O)NC(CC(C)C)C(=O)O)cc1 (stereo not drawn)
x | 10 | N[C@@H](Cc1cc(I)c(Oc2ccc(O)c(I)c2)c(I)c1)C(=O)O
103 | 11 | CCOc1ccccc1C1CC(=O)Nc2cc3c(cc21)OCCO3 (stereo not drawn)
x | 3 | COc1ccc(NC2=C(Cl)C(=O)N(c3cccc(C)c3C)C2=O)cc1
x | 1 | Cc1c(C(=O)N2CCOCC2)[nH]c2c1C(=O)CC(c1ccccc1Cl)C2 (stereo not drawn)
103 | -2 | CC(NC(=O)Nc1nnc(C(F)(F)F)s1)N1C(=O)C2C3C=CC(C3)C2C1=O (stereo not drawn)
55 | x | COc1ccc(Br)cc1C(=O)Nc1cccc(-c2nnc(-c3ccco3)o2)c1
x | -8 | CCN(CC)C(=O)c1sc(NC(=O)c2cc3ccccc3oc2=O)c(C#N)c1C
x | 61* | Cc1cc(NC(=O)c2ccc(-c3ccc(Cl)cc3)o2)ccc1NC(=O)c1ccco1
72 | 4 | CCOC(=O)N1CCC(NC(=O)C(C)n2c3ccccc3c3cnn(C)c(=O)c32)CC1 (stereo not drawn)
98 | 3 | Cc1cc(C)cc(N(CC(=O)NCC2CCCO2)C(=O)CCC(=O)Nc2cc(C)on2)c1 (stereo not drawn)
118 | -1 | COc1cc2c(cc1OC)CN(C(=O)c1ccc(OC)c(S(=O)(=O)N3CCOCC3)c1)CC2
111 | 7 | COc1ccc(CN2CCN(C(=O)CN3C(=O)C4C5C=CC(C5)C4C3=O)CC2)c(OC)c1OC (stereo not drawn)
87 | -2 | CC12CC(NC(=O)N1c1ccc(C(=O)N3CCN(c4ccc(F)cc4)CC3)cc1)c1ccccc1O2 (stereo not drawn)
94 | x | CCC12C(=O)C(CC)(C(c3ccccc3)=C1c1ccccc1)C1C(=O)N(c3ccc(OC)cc3)C(=O)C12 (stereo not drawn)

Next section:
BAP1 inh | HePTP inhibitor | structure
x | 6 | COc1ccc(/C=N/NC(=O)COc2ccc3c(C)cc(=O)oc3c2)cc1
x | 9 | CN1CCN(C(=O)c2ccc(F)c(F)c2)CC1
x | -16 | Cc1ccc(-n2nc3ccc(NC(=O)COc4ccccc4[N+](=O)[O-])cc3n2)cc1Cl
89 | -4 | COc1cc(C(c2sc3nc(C)nn3c2O)N2CCOCC2)cc(OC)c1OC (stereo not drawn)
x | -4 | CCOC(=O)c1ccc(NC(=O)C(=O)NCc2ccccn2)cc1
x | 4 | OCCNc1nc(-c2ccccc2Cl)nc2ccccc12
108 | 0 | Cc1cccc(NC(=O)CSc2n[nH]c(-c3ccncc3)n2)c1
97 | -1 | Cc1nn(Cc2nc(-c3cccs3)no2)c(C)c1Br
118 | 8 | COc1cc(NS(=O)(=O)c2ccc(C)cc2)ccc1-n1cnnn1
104 | -4 | CN(C)CCCOC(=O)CCc1ccccc1
x | 9 | Brc1ccc(CN2CCN(C3CCCC3)CC2)cc1
78 | 8 | C=CCOc1ccc2ccccc2c1CNc1ncn[nH]1
x | 11 | c1ccc(C(Sc2nc3ccccc3[nH]2)c2ccccc2)cc1
x | -5 | COc1ccc(C(=O)Nc2cccc(-c3nc4ccccc4o3)c2C)cc1
113 | -5 | CC(C)C(C(=O)OCC(=O)c1ccc2c(c1)NC(=O)CO2)N1C(=O)c2ccccc2C1=O (stereo not drawn)
x | 8 | O=C1Oc2ccccc2C(=O)/C1=C/c1cccc2ccc(O)cc12
x | 3 | C=C(C)CSc1nc(N)c2c3c(sc2n1)COC(C)(CC)C3 (stereo not drawn)
x | 8 | CC(C)C12CN3CC(C(C)C)(CN(C1)C3c1ccc(N(C)C)cc1)C2=O (stereo not drawn)
x | 5 | CCCCOC(=O)COC(=O)COc1c(Cl)cc(Cl)cc1Cl
x | -19 | CCCN(CCC)c1ccc(/C=N/NC(=O)c2ccc(F)cc2)cc1
x | 4 | Cc1cc2c(cc1C)NC(c1ccsc1)C1=C(CC(C)(C)CC1=O)N2 (stereo not drawn)

Bioassay records from PubChem BioAssay.

This is a random part of the collection. About 0.79% of those tested had a hit in this group.
